# Compound activity as filed in PubChem BioAssay.
# SUMO Mot1 rescue – SUMOylation pathway inhibition by Mot1-301 growth rescue | S. cerevisiae Mot1-301 growth rescue, ATP luminescence, 38.5C; percent above DMSO median, 100 means doubled | growth rescue, % at 18.8 µM | hit rate 1% among 320,000 | AID 2716;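 active means every valid replicate shows activation above 250% relative to neutral control wells; inactive means the rest, any valid replicate at or below 250%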;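 further: OY570 slx delta 5 strain wells were the positive control but not used for scaling; some compounds called inactive have numbers as strong as hits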
# Arr AP2 block – inhibitors of human beta-arrestin and AP2 interaction. AID 504490. hit rate 0.31% among 340,000. inhibition, % at 10 µM. FITC-arrestin peptide / GST-AP2 beads, flow cytometry; AP2 beta2 appendage carries R879A mutation;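 active means inhibition above a set limit, near 3 SD of compounds lacking own fluorescence, cut at about 54% in these data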;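 further: plate controls were DMSO wells for no effect and 5 µM unlabelled arrestin peptide for full effect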
#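 Material – GST-tagged AP2 beta2-adaptin appendage (R879A) on 4 µm glutathione beads · Probe or stimulus – fluorescein-tagged arrestin peptide at 50 nM final · Timing – 12 min plus 1 h, RT · Detection – bead flow cytometry, FITC channel · Read-out basis – inhibition as reduced fluorescein signal on beads, percent · Medium – PBS plus Tween 20 (0.05%) and BSA (0.1%)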
# OPRM1-OPRD1 inv – mu-delta opioid heterodimer inverse agonism | P35372+P41143 | cell-based MOR-DOR heterodimer luminescence | inhibition, % at 9.3 µM | hit rate 0.21% among 340,000 | AID 504357; in the data active means inhibition above about 22%, passing the limit was not always enough;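 further: 0% = cells with DMSO and 100% = wells without cells with DMSO; values of inactives mirror those of a sister screen read the other way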
# Target sequence (P35372 whole entry, looked up): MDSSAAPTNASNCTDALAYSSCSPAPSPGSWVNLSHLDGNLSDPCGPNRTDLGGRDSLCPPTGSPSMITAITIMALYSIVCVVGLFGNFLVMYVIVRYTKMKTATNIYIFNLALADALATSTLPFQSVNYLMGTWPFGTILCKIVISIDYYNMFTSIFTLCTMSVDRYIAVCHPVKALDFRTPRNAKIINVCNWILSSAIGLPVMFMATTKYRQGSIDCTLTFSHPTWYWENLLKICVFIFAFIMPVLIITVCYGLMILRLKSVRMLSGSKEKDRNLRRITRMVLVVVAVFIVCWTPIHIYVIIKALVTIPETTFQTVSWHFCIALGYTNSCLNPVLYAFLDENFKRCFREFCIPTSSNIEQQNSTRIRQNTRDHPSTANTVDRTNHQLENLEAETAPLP
# Target sequence (P41143 whole entry, looked up): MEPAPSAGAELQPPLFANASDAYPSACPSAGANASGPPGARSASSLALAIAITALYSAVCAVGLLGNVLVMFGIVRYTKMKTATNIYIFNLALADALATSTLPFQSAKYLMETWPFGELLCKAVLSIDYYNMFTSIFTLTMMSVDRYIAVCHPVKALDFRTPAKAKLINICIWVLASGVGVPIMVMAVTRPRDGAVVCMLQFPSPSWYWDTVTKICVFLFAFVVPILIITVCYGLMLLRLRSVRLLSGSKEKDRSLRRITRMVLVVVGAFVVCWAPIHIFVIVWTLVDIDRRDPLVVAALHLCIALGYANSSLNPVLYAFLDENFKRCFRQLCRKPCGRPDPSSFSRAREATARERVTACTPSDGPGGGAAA
# AddAB inh – less growth of phage-infected E. coli with AddAB; inhibition, % at 11.9 µM; AID 435030; E. coli expressing H. pylori AddAB, absorbance growth; hit rate 0.29% among 330,000; in the data active means inhibition above about 12%;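 further: 0% = vehicle wells of infected cells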
# PfHsp90 yeast 2 – inhibits growth of yeast expressing Plasmodium falciparum Hsp90; hit rate 0.32% among 310,000; S. cerevisiae expressing PfHsp90, BacTiter-Glo ATP, 48 h; yeast lacking PDR1 and PDR3 efflux regulators; inhibition, % at 9.4 µM;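 active means every replicate shows inhibition above about 80%, whatever the replicate mean, limit read from the data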;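 further: 0% = DMSO neutral controls and 100% = 20 µM radicicol positive controls; yeast relying on Plasmodium falciparum Hsp90 in place of its own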
# MOR-DOR ag – OPRM1-OPRD1 heterodimerization agonism; AID 504326; P35372+P41143; activation, % at 9.3 µM; hit rate 0.3% among 340,000; cells, luminescence; in the data active means activation above about 18%;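 further: 0% = vehicle-treated cells and 100% = reference agonist; values of inactives mirror those of a sister screen read the other way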
# phage Ecoli inh – E. coli growth loss with phage present. inhibition, % at 11.9 µM. hit rate 0.26% among 360,000. growth absorbance; in the data active means inhibition above about 11%
# Tat transport – E. coli Tat transport inhibition. E. coli MC4100 TorA-mCherry Tat export, fluorescence. inhibition, % at 10 µM. hit rate 0.036% among 340,000;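 active means mean replicate inhibition at least 50% and at least half of replicates individually reaching 50%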;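 further: exported cargo escapes ClpAP degradation while cytoplasmic cargo is degraded and loses fluorescence; 0% = median of neutral control wells and 100% = median of NaSCN control wells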
# Pemphigus Ab inh – human desmoglein-3 autoantibody binding inhibition. P32926. binding (percent of control), % at 10 µM. hit rate 0.48% among 310,000. DSG3-coupled beads, scFv-anti-DSG3-GFP binding, flow cytometry; stronger effect = lower value;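 active means binding more than 3 SD below its plate's average and above zero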;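 further: hits lower antibody fragment binding to DSG3; some compounds called inactive have numbers as strong as hits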
# Ecoli viability – counter-screen for AddAB inhibitors: E. coli growth inhibition; E. coli V3065 growth, OD600 absorbance, 18 h; inhibition, % at 11.9 µM; hit rate 0.27% among 330,000; AID 449728;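 active means inhibition above the campaign's mean inhibition across all tested compounds plus 3 SD, cut at about 9.9% in these data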;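 further: uninfected addAB+ strain grown without phage in ampicillin broth; 0% = DMSO wells and 100% = ciprofloxacin 0.95 µg/ml wells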
# PKA-R1A activ – activates the PKA-R1A holoenzyme complex; P00514+P68181; PKA-R1A dissociation, Cy5-IP20 fluorescence polarization; scaled: DMSO 0%, 113 µM cGMP 100%; activation, % at 11.4 µM; hit rate 0.083% among 340,000;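 active means percent activation above the mean of all tested compounds plus 3 SD, cut at about 19% in these data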;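 further: higher means more PKAc released from R1A so a rise in polarization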
# * marks the source's active call; other numbers are inactive results; . = no result given; & = joins results of further samples.
SMILES,SUMO Mot1 rescue,Arr AP2 block,OPRM1-OPRD1 inv,AddAB inh,PfHsp90 yeast 2,MOR-DOR ag,phage Ecoli inh,Tat transport,Pemphigus Ab inh,Ecoli viability,PKA-R1A activ
COc1cc(C)c(S(=O)(=O)N2CCCC2)cc1C(C)C,1,57*,-9,1.9,16,1.5,4.0,-4,96,1.4,0
CC(C)(C)c1ccc(S(=O)(=O)N2CCN(CC(O)CN3CCOCC3)CC2)cc1 (stereo not drawn),5,2,4,-1.0,7,-0.7,2.3,-14,136,-1.8,9
O=c1[nH]nc(SCCS(=O)(=O)c2ccc(F)cc2)n1-c1ccc2c(c1)OCCO2,9,1,6,1.3,-5,-1.2,0.1,0,110,0.7,18
Cn1c(=O)oc2cc(S(=O)(=O)N3CCc4ccccc4C3)ccc21,159,-3,4,3.5,-19,-0.8,.,1,101,-1.1,-12
CCCCC1=CC2=C(c3ccco3)C(=O)C(C)(OC(=O)c3ccc(OC)cc3)C(=O)C2=CN1CCCN(CC)CC (stereo not drawn),-14,10,-2,1.7,-4,0.4,0.0,-7,104,2.2,-11
Cc1ccc(COC(=O)c2nn(C)c(=O)c3ccccc23)cc1,56,-6,-19,1.2,-67,4.0,0.7,-3,98,2.6,-4
C=CCC(CC)C(=O)NC(=O)N1CCCc2ccccc21 (stereo not drawn),-8,-1,6,-0.4,10,-1.2,-2.6,0,95,-1.0,-9
CC(C)Nc1nc(NC2CCCC2)nc(N2CCOCC2)n1,.,7,-17,.,-5,2.7,1.9,-6,107,.,8
O=C(CN1CCCCC1)Nc1ccccc1Oc1ccccc1,-25,36,-17,-0.2,1,3.4,0.3,-6,.,0.1,1
O=C(c1cn(-c2ccccc2)nc1-c1cccs1)N1CCN(c2ccc(F)cc2)CC1,-18,-3,3,1.9,-30,-0.6,0.3,7,.,-2.1,-7
COC(=O)c1ccc(N2CCN(C)CC2)c(NC(=O)COc2ccc(C)cc2)c1,7,-6,5,-1.9,6,-0.9,-0.7,3,99,-1.7,2
Cc1ccccc1NC(=O)NCCCN1CCN(c2ccccc2)CC1,-3,-1,3,0.7,12,-0.5,2.9,6,105,-2.7,-11
COc1ccc(C2c3c(ncn(Cc4ccco4)c3=N)Oc3ccc4ccccc4c32)cc1 (stereo not drawn),12,-2,2,3.2,3,-0.3,1.7,4,102,-2.0,-3
COc1cc(/C=C(\C#N)C(=O)Nc2cccnc2)ccc1OC(C)C,-12,1,0,1.9,-5,0.0,5.1,-2,101,-0.5,-7
CCc1ccccc1N(CC(=O)NC1CCCCC1)C(=O)CCCC(=O)Nc1ccccn1,-2,-3,-1,3.8,0,0.1,0.5,5,84,-0.6,9
Cc1ccc(C(=O)NC(=S)/C=C2\N(C)c3ccccc3C2(C)C)cc1,65,-5,-30,1.7,-2,4.1,3.4,-18,111,0.1,3
O=C(N/N=C/c1cccs1)C1CC(=O)N(c2ccccc2)C1 (stereo not drawn),2,-7,-3,-0.1,-19,0.5,-1.9,-1,105,-0.3,-4
Cc1ccc(N2C(=O)CCC(C(=O)O)C2c2cccs2)cc1 (stereo not drawn),-2,-10,3,4.7,3,-0.4,0.0,11,93,1.6,7
CCN(CC)CCCNc1ccc2ncn3c4ccc(O)cc4c(=O)c1c23,.,27,-8,.,8,1.8,1.2,2,96,.,2
O=C(NCCc1ccccc1F)C1CC(=O)N(c2cccc(C(F)(F)F)c2)C1 (stereo not drawn),.,6,-1,.,-34,0.2,2.8,-1,118,.,-1
O=C(CN1CCOCC1)Nc1ccccc1Sc1ccccc1,-2,-2,3,4.3,9,-0.4,2.4,-9,101,1.4,0
O=C(Nc1ccc(Cl)cc1)N(Cc1cccs1)Cc1cccs1,2,4,-4,2.5,2,0.6,2.0,6,95,1.2,6
O=C(NCc1ccccn1)C(=O)NN=C1CCCCCCC1,69,16,14,-1.9,-7,-2.5,1.7,-5,99,1.4,-19
CN1C(=O)[C@@H]2[C@@H]3C[C@@H]([C@H]4ON=C(c5ccc(Cl)cc5Cl)[C@@H]34)[C@@H]2C1=O,3,7,16,3.6,10,-3.2,1.9,-2,100,-0.2,-6
Cc1ccc2c(c1)N(Cc1ccc([N+](=O)[O-])cc1)C=NS2(=O)=O,306,6,5,1.2,-1,-1.0,2.0,-2,93,-1.9,-7
COc1cc2[nH]c(=O)n(CCC(=O)NCCCN3CCN(c4ccccc4F)CC3)c(=O)c2cc1OC,11,-10,16,-0.7,-1,-3.0,-1.1,-5,91,-5.1,-4
Cc1ccc(C(=O)N/N=C/c2ccc(-c3ccccc3[N+](=O)[O-])o2)cn1,-12,16,-26,0.7,-2,5.4,1.4,-4,107,-0.9,-7
CCC(=O)Nc1nc2ccccc2n1Cc1ccc(C)cc1,-7,12,4,2.3,-13,-0.7,1.0,-8,110,-4.5,-6
CCC(C(=O)NC(C)(C)C)N(Cc1ccc(F)cc1)C(=O)c1snc(C(N)=O)c1N (stereo not drawn),-3,3,9,1.2,-10,-1.9,-0.2,0,119,0.0,-1
CC1=C(C)CC2C(=O)N(Cc3ccccc3)C(=O)C2C1 (stereo not drawn),102,22,-12,-2.3,.,2.0,2.3,2,100,-0.1,9
CCOc1ccc(C(=O)Nc2nncs2)cc1OCC,-14,-13,18,0.1,9,-4.0,1.4,3,123,-2.0,0
COC(=O)Nc1ccc2c(c1)N(C(=O)CCN1CCN3CCCC3C1)c1ccccc1CC2 (stereo not drawn),61&-10,0&-3,5&-3,-2.1&0.9,8&3,-0.9&0.6,-1.4&0.6,-3&4,92,-1.4&-3.0,4&-12
COc1ccc(Cc2nnc(NCCO)[nH]c2=O)cc1,446*,9,8,1.2,-12,-1.5,-0.6,10,102,0.5,-9
CC1CCCCN1CCNC(=O)C1CCN(S(=O)(=O)c2cccc3cccnc23)CC1 (stereo not drawn),-3,8,8,2.8,-13,-1.6,-0.1,-2,142,-0.8,1
COC(=O)c1ccc(Oc2ccc(S(=O)(=O)N3CCCCC3)cc2N)cc1,-16,1,-13,-0.7,10,2.4,0.5,-3,93,-1.6,-9
COc1cccc(CNC(=O)C2CSC3(C)CCC(=O)N23)c1 (stereo not drawn),-4,-3,18,4.7,2,-3.5,3.7,-5,139,2.9,5
CCc1cc2c(=O)c(-c3nc4ccccc4n3C)c(C)oc2c(CN(CC)CC)c1O,.,1,7,-2.2,-5,-1.1,3.9,1,108,0.9,-2
Cc1nn(-c2ccccc2)c2c1C(O)CC(C)(C)C2 (stereo not drawn),-26,-11,7,0.3,-4,-1.4,-0.7,-7,89,0.7,-5
CC(=O)c1cccc(S(=O)(=O)N2CCCC(c3nc4c(nnn4Cc4cccc(Cl)c4)c(=O)[nH]3)C2)c1 (stereo not drawn),235,4,-16,3.0,4,2.0,0.1,19,105,0.2,1
CC(C(=O)NC1CCCCCC1)c1ccc([N+](=O)[O-])cc1 (stereo not drawn),-11,27,16,-0.4,-20,-3.2,1.5,6,122,-2.7,2
Cn1c(CNc2ccc(F)cc2)nnc1SCC(=O)NNC(=O)Cc1ccccc1,7,1,11,-1.0,-6,-2.3,6.4,-2,92,-1.6,7
O=C(Nc1cccc(Cl)c1Cl)c1ccccc1OCC(=O)N1CCOCC1,-16,13,11,0.6,12,-2.0,-2.0,1,.,-0.2,-6
Cc1ccc2c(c1)[C@@H]1CN(C)CC[C@@H]1N2S(=O)(=O)c1ccc([N+](=O)[O-])cc1,-22,12,.,1.0,4,.,4.4,2,103,2.5,2
CCOc1cc(C(N)=O)cc(OCC)c1OCC,-12,3,10,-0.5,10,-1.8,4.1,-2,69,-4.1,-5
Cc1ccc(NC(=O)CCc2c(C)[nH]c(=O)c(C#N)c2C)cc1,-6,-10,6,1.8,-1,-0.8,-1.9,0,.,-0.7,0
COc1ccc2ccccc2c1CN(C)Cc1ccccc1,-10,0,-7,-0.8,11,1.4,1.0,-6,102,-1.0,0
CCc1ccccc1NC(=O)c1ccc(S(=O)(=O)NCC2CCCO2)cc1 (stereo not drawn),-7,-3,9,1.2,22,-1.4,-1.2,-5,102,-0.6,3
CCOC(=O)C1CCN(CC(O)COc2ccc(C(C)(C)CC)cc2)CC1 (stereo not drawn),63,15,-12,1.4,20,2.0,0.5,-7,125,0.3,3
COc1ccc(NC(=O)COC(=O)CCc2nc3ccccc3c(=O)[nH]2)cc1Cl,190,21,5,-1.2,.,-1.1,1.4,-13,100,-1.4,9
O=C(COc1ccc(Cl)cc1Cl)NN=C1CCCCC1,14,3,-5,-1.4,18,0.7,1.8,-2,96,-1.5,-2
O=C(/C=C/c1ccccc1)NC(NC(=S)Nc1ccc(C(=O)O)cc1)C(Cl)(Cl)Cl (stereo not drawn),-13,2,9,0.8,-15,-1.5,-1.2,-4,95,-1.8,-7
O=C(c1cccc(F)c1)N1C2C=CC(C2)C1(C(F)(F)F)C(F)(F)F (stereo not drawn),19,-7,16,0.2,12,-2.9,3.0,6,81,-0.2,-1
Cc1ccc(S(=O)(=O)N2CCN(C(C)C(=O)NCC(C)c3ccccc3)CC2)cc1 (stereo not drawn),-5,-8,-4,0.8,-17,1.0,1.0,8,96,1.7,8
O=C(NNc1nc2cc3c(cc2s1)OCCO3)c1ccccc1,6,-12,-14,-4.3,2,2.8,2.7,1,108,-0.9,-1
O=C1c2ccccc2S(=O)(=O)c2cc(C(=O)N3CCN(c4c(Cl)cncc4Cl)CC3)ccc21,1,27,-10,0.9,-6,1.8,1.4,-1,100,-1.4,-9
O=C(CCN1C(=O)CSc2ccccc21)Nc1ccc(OC(F)(F)F)cc1,88,10,-12,3.5,-10,3.0,2.5,5,96,3.0,5
COc1cccc2cc(C(=O)NCc3ccc(C)cc3)c(=N)oc12,-7,1,9,-0.4,-10,-1.7,2.4,5,103,2.8,7
COc1ccc(NC(=O)c2ccc3c(c2)C(=O)N(CC2CCCO2)C3=O)c(OC)c1 (stereo not drawn),6,-7,-2,2.3,-74,0.3,2.1,2,99,0.1,4
O=S(=O)(CCN1CCN(c2ccccn2)CC1)c1ccc(Cl)cc1Cl,43,-7,15,1.2,-6,-3.0,1.9,-4,.,1.8,-6

# Arr AP2 block, entries above that show a hit
SMILES	SUMO Mot1 rescue	Arr AP2 block	OPRM1-OPRD1 inv	AddAB inh	PfHsp90 yeast 2	MOR-DOR ag	phage Ecoli inh	Tat transport	Pemphigus Ab inh	PKA-R1A activ
COc1cc(C)c(S(=O)(=O)N2CCCC2)cc1C(C)C	1	57*	-9	1.9	16	1.5	4.0	-4	96	0
